Screening data (PubChem BioAssay)
SENP7 inh: blocks the human protease SENP7; inhibition, % at 5 µM; Q9BQF6; AID 434973; actives 1.5% (n = 330,000); recombinant SENP7, Z-RLRGG-aminoluciferin luminescence, 40 min;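 active means inhibition above about 50% at the single test dose, limit read from the data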;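 further: plate controls were DMSO with enzyme for no effect and no enzyme buffer wells for full effect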
Target sequence (Q9BQF6 706-1050 limits assumed): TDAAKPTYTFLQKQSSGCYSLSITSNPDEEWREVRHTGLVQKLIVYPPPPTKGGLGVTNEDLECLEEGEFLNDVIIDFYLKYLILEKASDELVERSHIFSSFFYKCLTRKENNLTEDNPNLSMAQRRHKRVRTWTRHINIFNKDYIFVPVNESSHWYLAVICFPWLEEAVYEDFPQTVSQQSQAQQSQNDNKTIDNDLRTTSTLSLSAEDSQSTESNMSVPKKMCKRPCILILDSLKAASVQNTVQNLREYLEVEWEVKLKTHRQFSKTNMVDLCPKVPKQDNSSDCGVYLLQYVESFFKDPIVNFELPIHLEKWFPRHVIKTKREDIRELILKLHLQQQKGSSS
SENP8 block-1: blocks human SENP8 cleavage of Nedd8 substrate | Q96LD8 | recombinant SENP8, Nedd8 substrate fluorescence | AID 602440 | actives 0.64% (n = 360,000) | inhibition, % at 20 µM; in the data active means inhibition mostly above about 40%, no sharp cut-off; inactive means mostly below about 27%
Target sequence (Q96LD8 whole entry, looked up): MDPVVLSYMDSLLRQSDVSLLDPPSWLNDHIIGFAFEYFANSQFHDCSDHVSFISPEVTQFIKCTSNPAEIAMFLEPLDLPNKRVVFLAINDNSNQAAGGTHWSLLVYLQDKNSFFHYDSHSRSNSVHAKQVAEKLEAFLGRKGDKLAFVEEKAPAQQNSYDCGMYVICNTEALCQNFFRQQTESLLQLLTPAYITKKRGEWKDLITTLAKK
SENP8 block-2: inhibitors of human SENP8 protease | Q96LD8 | purified SENP8, Z-RLRGG-aminoluciferin cleavage, luminescence | inhibition, % at 10 µM | actives 1.2% (n = 330,000) | AID 2540; in the data active means inhibition above about 50%
SENP6 inh: inhibitors of human SENP6 protease; Q9GZR1; Recombinant SENP6 catalytic domain, aminoluciferin luminescence; inhibition, % at 10 µM; actives 1.8% (n = 330,000); AID 2599;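 active means inhibition above about 50% at the single tested dose, limit read from the data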;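 further: plate controls were DMSO wells with enzyme for no effect and DMSO wells lacking enzyme for full effect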
Apaf-1 inh: blocks human Apaf-1 apoptosome activity | inhibition, % at 20 µM | actives 0.71% (n = 330,000) | reconstituted apoptosome caspase-3 activity, DEVD-Rh110 fluorescence; active means inhibition of at least 40% at 20 µM;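 further: plate controls were DMSO wells for no effect and DEVD-CHO caspase inhibitor wells for full effect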
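detection = Rh110 fluorescence intensity | test system = biochemical Apaf-1 apoptosome reconstitution | also added = cytochrome c and DEVD-Rh110 substrate | schedule = 30 min plus 50 min, RT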
PfG6PD inh: PfG6PD (Plasmodium falciparum) enzyme inhibition; AID 504690; PfGluPho enzyme, NADPH resazurin-diaphorase fluorescence; inhibition, % at 20 µM; actives 0.78% (n = 350,000);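 active means inhibition reaching at least a set limit at 20 µM in the primary screen, cut at about 59% in these data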;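 further: 0% = DMSO wells with substrate and 100% = DMSO wells lacking glucose-6-phosphate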
NALP3 yeast inh: inhibitors of NALP3 inflammasome in yeast; AID 2825; inhibition, % at 10 µM; actives 0.39% (n = 330,000); Yeast reconstituted NLRP3/ASC/caspase-1, beta-gal luminescence, 24 h;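 active means inhibition of 50% or more; inactive means inhibition below 50%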;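 further: plate controls were induced DMSO wells for no effect and uninduced yeast grown without galactose for full effect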
HKDC1 inhibitor: blocks human hexokinase HKDC1 activity; actives 0.16% (n = 340,000); inhibition, % at 20 µM; recombinant HKDC1, G6PDH/diaphorase resazurin coupled fluorescence; Q2TB90;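 active means inhibition above about 35% when tested at 20 µM, limit read from the data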;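 further: plate controls were DMSO wells with enzyme for no effect and DMSO wells lacking enzyme for full effect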
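Assay system – recombinant HKDC1 (HK5) hexokinase enzyme, produced in-house · Input – HKDC1 at 5 µg/mL · Reagent – glucose plus 1 mM ATP as hexokinase substrates · Timing – 90 min reaction incubation at room temperature, dark · Measured by – G6PDH/diaphorase-coupled fluorescence, 1 mM NADP, 100 µM resazurin, 525/613 nm · Benchmarks – DMSO-enzyme wells negative, buffer-substituted wells positive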
SENP1 inh: blocks the human SENP1 SUMO protease catalytic domain; Q9P0U3; AID 624204; recombinant SENP1 catalytic domain, CyPet-SUMO1-YPet FRET cleavage; actives 0.21% (n = 360,000); inhibition, % at 10 µM;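 active means inhibition at least 30% at 10 µM, raw YFP signal under a set limit, fluorescence ratio 0.5 to 1.5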;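 further: 0% = enzyme with DMSO and 100% = no enzyme wells; some results filed as inactive read as strong as hits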
Target sequence (Q9P0U3 419-644 limits assumed): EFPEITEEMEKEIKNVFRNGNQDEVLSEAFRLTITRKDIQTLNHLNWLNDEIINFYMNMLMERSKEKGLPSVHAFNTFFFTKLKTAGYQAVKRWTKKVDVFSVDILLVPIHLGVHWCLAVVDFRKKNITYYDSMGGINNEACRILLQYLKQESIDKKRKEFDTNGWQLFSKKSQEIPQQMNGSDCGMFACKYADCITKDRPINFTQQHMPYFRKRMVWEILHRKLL
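Material – human SENP1 catalytic domain · Input – SENP1 enzyme, 20 pM final · Compound dosing – single concentration of 10 µM compound, 0.5% DMSO final · Timing – enzyme reaction for 50 min at room temperature, dark · Measured by – FRET fluorescence in CFP and YFP emission channels · Control set – no-enzyme wells low, DMSO-plus-enzyme wells high control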
Active calls of the source: *.

SMILES | SENP7 inh | SENP8 block-1 | SENP8 block-2 | SENP6 inh | Apaf-1 inh | PfG6PD inh | NALP3 yeast inh | HKDC1 inhibitor | SENP1 inh
FC(F)(F)c1nnc2c(Sc3ccccc3)nc3ccc(Cl)cc3n12 | 3 | 2 | 6 | 6 | -6 | 2 | -6 | -3 | 0
Nc1nnc(CCCCCc2nnc(N)s2)s1 | -1 | 3 | 3 | -12 | -3 | 1 | 1 | -9 | 2
Cc1cc(C)c(C)c(C(=O)COC(=O)CNC(=O)CN2C(=O)c3ccccc3C2=O)c1C | 3 | 15 | 8 | -12 | -2 | -5 | -4 | -10 | 0
CCOC(=O)c1c(NC(=O)CSc2nnc(-c3ccc(C)cc3)o2)sc(C(C)=O)c1C | -6 | -2 | -1 | -1 | 16 | -13 | -1 | 0 | 0
COc1ccccc1OCc1ccc(C(=O)NCC2CCCO2)cc1 (stereo not given) | 1 | 2 | 1 | -8 | -8 | -9 | 23 | -7 | 0
NC(=O)C1CC(=O)N(c2ccc(OCc3c(F)cccc3Cl)cc2)C1 (stereo not given) | 8 | 9 | -6 | -6 | 6 | 0 | 19 | -6 | 1
c1cc2c(cc1CN1CCN(C3CCCCCC3)CC1)OCO2 | 3 | 11 | -3 | -23 | 0 | 9 | 8 | -2 | 1
O=C1CCCN1CCCNc1ncnc2c1[nH]c1ccc(Cl)cc12 | -2 | -231 | 3 | -17 | -7 | 0 | 6 | 2 | -2
COc1ccc(NC(=O)COC(=O)/C=C/c2cccs2)c(OC)c1 | 6 | 17 | 6 | -1 | 1 | -1 | 15 | 2 | 5
CC1CCC2(CC1)N=C(N)Nc1nc3ccccc3n12 (stereo not given) | 0 | 22 | 3 | -1 | -6 | -2 | -5 | 2 | 3
CCOc1ccc(Nc2nc(Cc3nnc(SCC(=O)NC4CCCCC4)n3C)cs2)cc1 | 7 | 6 | -3 | -4 | 4 | 24 | 4 | 10 | -1
COCCn1cnnc1SCC(=O)Nc1ccccc1C(=O)Nc1ccc2c(c1)OCO2 | -6 | 1 | 0 | -1 | 2 | 13 | 7 | 1 | -2
CC(=O)c1cccc(NC(=O)COC(=O)c2n[nH]c3ccccc23)c1 | 5 | -25 | 12 | 2 | -7 | -2 | 7 | -5 | 2
Cc1ccc(Nc2nc3ccccc3nc2Nc2c(C)n(C)n(-c3ccccc3)c2=O)cc1 | -7 | -181 | -6 | -27 | 19 | -2 | 14 | -7 | -82
NC(=O)NC(=O)CC1S/C(=N/N=C2/NC(=O)CS2)NC1=O (stereo not given) | -16 | 13 | -11 | -9 | 0 | 4 | 16 | 7 | 1
COc1ccc(Cl)cc1C(=O)Nc1ccc2c(c1)OCCO2 | -12 | 22 | -12 | -20 | 11 | 40 | 35 | -2 | -1
COC(=O)c1ccc(NC(=O)CN(C2CCCCC2)S(C)(=O)=O)cc1 | -7 | 12 | -4 | -19 | 11 | -5 | 4 | 5 | 1
COc1ccc(Nc2nc(N)c([N+](=O)[O-])c(N3CCOCC3)n2)cc1 | 8 | 23 | -7 | -14 | -8 | -5 | 23 | 3 | 1
COc1ccc(/C=C/C(=O)c2ccccc2)cc1Cn1nnc2ccccc21 | -7 | 0 | -7 | -12 | 5 | 1 | 6 | 12 | 2
Cn1c(N)c(C(=O)Nc2ccccc2F)sc1=S | -8 | 11 | -9 | -20 | 15 | 7 | 20 | -6 | 1
CC(C)Sc1nc(N2CCOCC2)c2c(c1C#N)CC(C)(C)N(C)C2 | -1 | -68 | 0 | -1 | 18 | -8 | 10 | 1 | -17
Cc1cccc2cc(COC(=O)c3cccnc3)c(=O)[nH]c12 | -6 | -42 | -1 | -23 | 1 | -1 | 5 | 4 | 0
Cc1cc(=O)n2[nH]c(-c3ccccc3Cl)cc2n1 | -12 | 18 | -14 | 4 | 14 | 39 | 8 | 2 | 3
NC(=O)C1CCN(C(=O)NC(=O)c2ccccc2)CC1 | -5 | 15 | -6 | 1 | -8 | 2 | 2 | -4 | 0
CCN(CC)CCCNC(=O)c1cc(Cl)c(NC(=O)C2=C(C)OCCS2)cc1OC | 7 | 18 | -2 | -14 | 3 | -15 | 2 | -1 | 0
CCc1ccc(NC(=O)CSc2nc3ccccc3nc2N2CCCC2)cc1 | 16 | -127 | -5 | 7 | 12 | 22 | 6 | 2 | -66
CC(C)c1cc(C(F)(F)F)n2nc(C(=O)O)cc2n1 | -8 | 22 | -3 | 6 | -13 | 0 | -9 | -8 | -2
O=C(NCCC(=O)N1CCC2(CC1)NCCc1[nH]cnc12)c1ccc(F)c(F)c1 | -6 | 5 | -13 | -21 | -5 | 2 | 1 | -9 | 0
Cc1[nH]n(-c2ccccc2)c(=O)c1C(=O)c1cccc(F)c1 | 7 | 18 | 1 | 17 | -5 | -18 | 15 | -2 | 4
Cc1nnn(-c2nonc2N)c1C(=O)N/N=C/c1ccccc1O | 2 | 5 | 8 | 15 | 3 | -18 | 3 | -7 | -3
CNC(=O)c1ccc(N(Cc2ccccc2)S(C)(=O)=O)cc1 | 6 | 19 | 3 | -9 | 3 | 2 | 9 | -5 | 1
CC(=O)NC(CC(=O)Nc1nc(-c2ccccc2)c(C(C)=O)s1)c1ccccc1 (stereo not given) | -2 | 10 | 5 | -6 | 7 | 1 | 20 | 4 | 1
COc1ccc(NC(=O)COC(=O)C23CC4CC(CC(NC(C)=O)(C4)C2)C3)cc1S(=O)(=O)N1CCOCC1 | -5 | 0 | 2 | 1 | -3 | -4 | 2 | -7 | -2
O=C(NCCCN1CCCCC1)c1ccc2c(c1)NC(=O)C(N1CCOCC1)S2 (stereo not given) | -1 | 16 | -3 | 4 | -18 | -5 | 7 | -7 | 3
CCOC(=O)c1c(-c2ccc(C)cc2)csc1NC(=O)c1ccc(N2C(=O)CCC2=O)cc1 | 5 | -453 | 6 | 9 | 7 | 13 | 13 | 2 | 2
COc1ccc(N2CCN(C(=O)CCC(=O)N3Cc4ccccc4Oc4ncccc43)CC2)cc1 | -9 | 14 | -7 | -10 | 3 | 16 | 13 | 0 | 1
CCCNC(=O)NCCc1c(C)[nH]c2ccccc12 | 2 | -213 | 0 | 0 | 6 | -6 | -3 | 1 | -42
Cc1ccc2[nH]c3c(=O)n(CC(=O)NCc4ccco4)ncc3c2c1 | 1 | -42 | 12 | -20 | -12 | 5 | -4 | 0 | -4
CN(C)C(CNC(=O)CCCOc1ccccc1)c1ccco1 (stereo not given) | -2 | -19 | -2 | -5 | -1 | -6 | 6 | -1 | -5
Cc1c(C(=O)Nc2ccc(N3CCOCC3)cc2)cccc1[N+](=O)[O-] | -5 | 11 | 1 | -15 | -17 | 2 | -14 | 3 | 4

Only SENP8 block-1, SENP7 inh and Apaf-1 inh (two entries from above):
SMILES | SENP8 block-1 | SENP7 inh | Apaf-1 inh
Cc1ccc2[nH]c3c(=O)n(CC(=O)NCc4ccco4)ncc3c2c1 | -42 | 1 | -12
CN(C)C(CNC(=O)CCCOc1ccccc1)c1ccco1 (stereo not given) | -19 | -2 | -1

Part of the list above, tab-delimited.
Compound	SENP7 inh	SENP8 block-1	SENP8 block-2	SENP6 inh	Apaf-1 inh	PfG6PD inh	NALP3 yeast inh	HKDC1 inhibitor	SENP1 inh
NC(=O)C1CC(=O)N(c2ccc(OCc3c(F)cccc3Cl)cc2)C1 (stereo not given)	8	9	-6	-6	6	0	19	-6	1
c1cc2c(cc1CN1CCN(C3CCCCCC3)CC1)OCO2	3	11	-3	-23	0	9	8	-2	1
O=C1CCCN1CCCNc1ncnc2c1[nH]c1ccc(Cl)cc12	-2	-231	3	-17	-7	0	6	2	-2

More compounds:
SMILES | SENP7 inh | SENP8 block-1 | SENP8 block-2 | SENP6 inh | Apaf-1 inh | PfG6PD inh | NALP3 yeast inh | HKDC1 inhibitor | SENP1 inh
COc1ccc(CCNC(=O)c2c(C)nn(CC(C)C)c2Cl)cc1 | -8 | 13 | -4 | -5 | 1 | -5 | 7 | -3 | 2
Cc1ccc(OCC(=O)NCCO)c(Br)c1 | -8 | 16 | 1 | -11 | -17 | 1 | -8 | 0 | 2
O=C(CNS(=O)(=O)c1ccc(F)cc1)N1CCN(c2ccccc2)CC1 | -2 | 5 | 6 | 5 | -16 | 6 | 11 | -10 | 0
CCN(CC)C(=O)CNC(=O)c1nn(-c2ccc(OC)c(Cl)c2)c(=O)c2ccccc12 | 0 | -146 | 3 | 15 | 15 | 3 | 15 | 2 | -8
CCOc1ccc(C(=O)COC(=O)CC)cc1 | 11 | 26 | -1 | -2 | 1 | -9 | 17 | -7 | 2
O=C(NC1CCCc2ccccc21)c1cncc(Br)c1 (stereo not given) | -5 | 22 | -3 | -10 | 3 | -8 | -4 | 3 | 1
Cc1ccc(-n2c(C)cc(/C=N/NC(=O)c3ccc(CN4CCOCC4)cc3)c2C)cc1 | 0 | -63 | 4 | -4 | 6 | 0 | 15 | -14 | -3
CSc1ccc(/C=C/C(=O)NC(=O)c2ccccc2O)cc1 | 48 | -392 | 79* | 93* | 16 | -36 | 5 | 3 | -8
COc1ccccc1Oc1c(C)oc2c(CN(C)C)c(O)ccc2c1=O | 13 | -278 | 6 | 20 | -4 | -16 | -4 | -6 | -1
CCN(CC)CCCN1C(=O)C(=O)/C(=C(/O)c2ccc(C)cc2)C1c1ccccn1 (stereo not given) | -9 | 15 | -6 | 6 | 3 | 0 | -2 | -8 | -1
CCOC(=O)N1CCN(C(=O)CSc2nc(C)nc3c2c(=O)n(C)c(=O)n3C)CC1 | 9 | 16 | -2 | -16 | 4 | 10 | -8 | 14 | 0
CCn1c(=O)cc(OCC(=O)NCc2cccnc2)c2ccccc21 | -4 | 7 | 1 | 0 | 9 | -10 | -9 | -3 | -1
Cc1ccccc1NC(=O)Cn1nc(-c2ccccc2)nc1-c1ccccc1 | 7 | 12 | -3 | 12 | 18 | -10 | 1 | -7 | 3
C/C(=N\Nc1nc(N)cc(Cl)n1)c1ccc(Cl)c(Cl)c1 | -4 | 11 | -6 | -10 | 13 | 42 | 24 | 0 | -1
COc1ccc(CNC(=O)N2CCN(c3ccccc3)CC2)cc1 | -3 | 12 | 4 | -10 | -4 | 6 | 22 | -5 | 1
NS(=O)(=O)c1cccc(NC(=O)c2cncc(Br)c2)c1 | 4 | 22 | -5 | 3 | 3 | 1 | 4 | -2 | 3
COc1cccc(NC(=O)CSc2nc3ccsc3c(=O)n2-c2ccc(C(=O)O)cc2)c1 | 5 | 11 | 5 | -5 | -7 | -3 | 23 | 0 | 3
Cc1cc(C)c(OCC(=O)OCC(=O)N2c3ccccc3CC2C)c(C)c1 (stereo not given) | 3 | 11 | 3 | -9 | 13 | 6 | 19 | -1 | -1
COc1ccc(N2CC(C(=O)Nc3ncccc3C)CC2=O)cc1 (stereo not given) | -1 | 15 | 0 | 2 | -6 | -17 | 5 | -6 | 2
CCOC(=O)c1cnc2c(F)ccc(F)c2c1Sc1ccccc1 | 3 | 16 | 3 | -11 | -3 | 19 | 13 | 5 | 1
Cn1c(=O)c2c(ncn2CC(=O)N2CCOCC2)n(C)c1=O | -1 | 19 | -4 | 6 | -6 | -3 | 5 | 1 | 0
